# POLH inh: qHTS for Inhibitors of Polymerase Eta. recombinant Pol eta, fluorescent DNA replication assay. Potency, µM (top dose mostly 114 µM), for inactives: at the top dose activity change, negative = inhibition, hits mostly inhibitors. 1.2% of 390,000 active; note: potency is the fitted concentration of half-maximal effect; % is set by controls: 0 for no effect and ±100 for the full control effect
# Target sequence (Q9Y253 whole entry, looked up): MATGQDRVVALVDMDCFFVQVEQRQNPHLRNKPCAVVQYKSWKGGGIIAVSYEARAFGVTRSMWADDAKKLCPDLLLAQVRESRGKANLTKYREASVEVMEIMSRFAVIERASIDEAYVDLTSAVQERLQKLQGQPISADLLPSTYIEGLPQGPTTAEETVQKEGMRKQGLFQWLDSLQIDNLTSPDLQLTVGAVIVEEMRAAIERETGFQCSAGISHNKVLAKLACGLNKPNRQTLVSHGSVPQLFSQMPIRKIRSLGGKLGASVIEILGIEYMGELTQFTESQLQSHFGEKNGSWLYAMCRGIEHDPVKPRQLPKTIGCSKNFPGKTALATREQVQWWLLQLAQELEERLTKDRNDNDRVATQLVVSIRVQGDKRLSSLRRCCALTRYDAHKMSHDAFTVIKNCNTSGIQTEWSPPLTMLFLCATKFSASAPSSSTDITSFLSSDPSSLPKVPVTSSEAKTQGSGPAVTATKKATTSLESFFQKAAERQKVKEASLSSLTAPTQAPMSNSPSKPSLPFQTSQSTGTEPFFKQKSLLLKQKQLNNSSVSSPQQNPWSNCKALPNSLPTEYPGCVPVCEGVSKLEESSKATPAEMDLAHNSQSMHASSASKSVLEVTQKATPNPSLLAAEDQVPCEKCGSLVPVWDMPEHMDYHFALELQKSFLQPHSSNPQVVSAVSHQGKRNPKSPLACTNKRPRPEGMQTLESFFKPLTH
#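 Pol eta at 10 nM preincubated with compounds 15 min at room temperature; reaction started with fluorescent substrate (50 nM final) and read kinetically at 0 and 10 min.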
# Anesthetic bind: qHTS Assay for Identification of Novel General Anesthetics | Ferritin light chain (Equus caballus), P02791 | apoferritin/1-aminoanthracene competitive binding, fluorescence | Potency, µM (series often up to 77.5 µM), for the others: top-dose activity change, negative = displacement, hits mostly inhibitors | 0.074% of 350,000 active | AID 485281, 2010; note: potency is the fitted concentration of half-maximal effect; % is set by controls: 0 for no effect and ±100 for the full control effect; nearly all actives have a fitted effect of over 20% in size
# Target sequence (P02791 2-175 limits assumed): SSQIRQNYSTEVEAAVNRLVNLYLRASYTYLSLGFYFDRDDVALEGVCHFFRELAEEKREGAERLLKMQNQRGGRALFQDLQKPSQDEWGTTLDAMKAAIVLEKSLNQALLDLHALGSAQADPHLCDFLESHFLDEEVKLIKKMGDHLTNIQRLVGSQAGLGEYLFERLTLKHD
#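 Steps: apoferritin (10 uM) was premixed with half-saturated 1-AMA in PBS, compounds were pin-transferred, plates stood 10 min at room temperature, fluorescence was read at 380/535 nm, and curves were fitted with a Hill equation.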
# APEX1 inh: qHTS Assay for Inhibitors of the Human Apurinic/apyrimidinic Endonuclease 1 (APE1); 0.35% of 350,000 active; Potency, µM (highest dose often 65.8 µM), for the others: top-dose activity change, negative = inhibition, usual class: inhibitors; recombinant APE1, TAMRA/BHQ-2 abasic DNA cleavage fluorescence; DNA repair nuclease/redox regulator APEX1 (Homo sapiens), P27695;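 note: potency is the fitted concentration of half-maximal effect; plate controls were vehicle for no effect and reference inhibitor for full effect; nearly all actives have a fitted effect of over 55% in size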
#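 0.75 nM APE1 + cpd, 15 min RT; start w/ 50 nM TAMRA/BHQ-2 THF-abasic dsDNA; kinetic fluor 525/598 nm ×3 reads @60 s; Δ(read3−read1); normalized to DMSO and NSC13755 control wells.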
# LDHA inh: qHTS assay for inhibitors of human lactate dehydrogenase; AID 1347041, 2019; L-lactate dehydrogenase A chain (Homo sapiens), P00338; purified LDHA, NADH/diaphorase-resazurin fluorescence; hits give low values; 0.15% of 480,000 active; activity change, % (values are at about 110 or 230 µM); in the data active = activity change below about -30%; inconclusive = mostly about -25% to -30%;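 note: plate controls were DMSO wells for no effect and wells without enzyme for full effect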
#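 Human LDH5 (2 nM) was incubated with 0.06 mM NADH and 0.2 mM pyruvate for 5 min at room temperature in Tris pH 7.4. Remaining NADH was coupled through diaphorase/resazurin, and resorufin fluorescence was read at 0 and 20 min.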
# ERG-DNA inh: qHTS for Small Molecule Inhibitors of the ERG Ets/DNA interaction. Transcriptional regulator ERG (Homo sapiens), P11308. fluorescence polarization, His-ERG Ets domain / labelled DNA. Potency, µM (top dose mostly 76.9 µM), for inactives: top-dose FP activity, negative = inhibition, most hits filed as inhibitors. 0.028% of 370,000 active; active = well fitted inhibition curve with a large enough effect in the polarisation, with a control signal flat; inconclusive = small, poorly fitted or top-dose-only effect, or effect the other way, or a change in a side signal; inactive = no such curve, though single readings can be large or run the other way; the % refers to the polarisation;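 note: polarization taken with two DNA probes labelled with fluorescein and Texas red; potency is the fitted concentration of half-maximal effect; % of control where 0% means no effect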
#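 His-tagged ERG Ets domain (1 uM in the protein solution; 300mM KCl, 50mM Tris-HCl, 1mM EDTA, 1mM DTT, pH 7.5) received compound, then a probe mix of 5 nM fluorescein-DNA and 100nM Texas-615-DNA. Fluorescence polarization was read for both dyes.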
# 12-LOX inh: Primary qHTS assay for inhibitors of human arachidonate 12S-lipoxygenase (ALOX12): Round 2 | purified 12hLO, xylenol orange hydroperoxide absorbance | Potency, µM (doses to about 108 µM), for the others: top-dose activity change, negative = inhibition, hits mostly inhibitors | 1.1% of 580,000 active | AID 1671190, 2021; note: potency is the fitted concentration of half-maximal effect; % is set by controls: 0 for no effect and ±100 for the full control effect
#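 Purified human 12hLO at 150 nM in 25 mM Hepes, 0.01% Triton X-100, pH 7.0, preincubated 15 min at room temperature with compound. Reaction started with 40 uM arachidonic acid, 30 min at room temperature. Hydroperoxide measured by Fe-xylenol orange, 573/405 nm absorbance ratio.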
# RGS4 inhibitor: Inhibitors of Regulator of G Protein Signaling (RGS) 4: qHTS; Potency, µM (highest dose often 114 µM), inactives show at the top dose activity change, negative = inhibition, actives largely listed as inhibitors; Regulator of G-protein signaling 4 (Homo sapiens), P49798; Transcreener GDP fluorescence polarization, RGS4-accelerated GTP hydrolysis; 0.039% of 390,000 active; note: potency is the fitted concentration of half-maximal effect; % is set by controls: 0 for no effect and ±100 for the full control effect; nearly all actives have a fitted effect of over 75% in size; some results filed as inactive show a strong effect at the top dose
# Target sequence (P49798 whole entry, looked up): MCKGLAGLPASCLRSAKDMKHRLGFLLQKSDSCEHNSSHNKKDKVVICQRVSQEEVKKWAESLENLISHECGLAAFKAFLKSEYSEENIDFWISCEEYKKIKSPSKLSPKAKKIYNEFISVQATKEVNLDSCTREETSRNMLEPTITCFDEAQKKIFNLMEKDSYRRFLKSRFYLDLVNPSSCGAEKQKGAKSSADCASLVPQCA
#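 MLSMR compounds (23 nl, pin-transferred) preincubated 10 min at room temperature with a 500nM (2x) first reagent, then RGS4 at 900nM (2x) plus Transcreener GDP mix added; fluorescence polarization (620/688 nm) read before and after 90 min at 30 °C.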
# POLK inh: qHTS for Inhibitors of Polymerase Kappa; purified Pol kappa, fluorescent DNA synthesis assay, 10 min; Potency, µM (top dose mostly 107 µM), without a hit: top-dose activity, negative = inhibition, actives largely listed as inhibitors; 0.53% of 400,000 active; note: potency is the fitted concentration of half-maximal effect; % is set by controls: 0 for no effect and ±100 for the full control effect
#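 Here, compound and 10 nM enzyme are combined for 15 min at room temperature; adding 50 nM substrate (final) starts DNA synthesis, tracked by fluorescence at 0 and 10 min against buffer-only wells.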
# POLB inh: qHTS Assay for Inhibitors of DNA Polymerase Beta. P06746. Pol beta primer extension/strand displacement, fluorescence kinetic. Potency, µM (series often up to 114 µM), without a hit: top-dose activity change, negative = inhibition, most hits filed as inhibitors. 1.3% of 340,000 active; note: potency is the fitted concentration of half-maximal effect; % is set by controls: 0 for no effect and ±100 for the full control effect
#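 Human Pol beta at 10 nM; strand-displacement substrate 50 nM final. Compound exposure 15 min at room temperature before start, reaction 10 min at room temperature.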
# The depositor's hits bear a star; ? = inconclusive; . = not tested or not shown; & = joins results of further samples; [ ] = remark or other dose. Unless noted, calls come from the whole dose curve; as a rule, active = well fitted curve in the direction sought with a large enough effect; inconclusive = small, poorly fitted or top-dose-only effect, or another doubt; inactive = no such curve, though single readings can be large; an effect the other way counts as inactive or inconclusive.
# Results follow in this order: POLH inh	Anesthetic bind	APEX1 inh	LDHA inh	ERG-DNA inh	12-LOX inh	RGS4 inhibitor	POLK inh	POLB inh
> COc1ccccc1-c1cc(-c2ccccc2)nc(SCC(=O)O)c1C#N
  -9%	-7%	-13%	-5	-1%	?	-27%	10%	1%
> CCN1CCN(CCCNC(=O)c2cnn(-c3ccc(C)cc3C)c2C2CCN(C(=O)OC(C)(C)C)CC2)CC1
  -16%	?	.	0	0%	?	-23%	2%	2%
> Nc1nnc(SCC(=O)Nc2nnc(-c3ccccc3)o2)s1
  ?	.	4%	-7	.	-5%	-16%	-2%	.
> CCOC(=O)c1[nH]c(C)c(C(=O)OCc2ccc(C)cc2)c1C
  -11%	-9%	-7%	-3	-5%	-30%	-10%	0%	45%
> NCCOB(c1ccccc1)c1ccccc1
  .	0%&-16%	-3%&0%&0%	.	.	?	.	-5%[60.1 µM]	.
> N#C/C(=C\c1ccc(-c2cccc([N+](=O)[O-])c2)o1)C(=O)N1CCOCC1
  0%	-8%	0%	-5	20%	-29%	-5%	-18%	2%
> COCCn1c(-c2ccc(OC)cc2)cnc1N
  -16%	-9%	15%	-7	-5%	0%	-1%	-11%	41%
> CCOc1ccccc1NC(=S)Nc1ccc(S(N)(=O)=O)cc1
  -6%	-6%	4%	-1	6%	?	4%	-12%	15%
> O=C(CN(C(=O)c1csnn1)c1cccc(C(F)(F)F)c1)NC1CCCC1
  5%	4%	-4%	-2	-3%	4%	19%	-42%	44%
> CC(=O)N1CCc2c(sc3nc(SCC(C)C)n(-c4ccc(F)c(Cl)c4)c(=O)c23)C1
  -2%	?	.	-2	0%	-17%	-1%	10%	8%
> CCc1ccccc1NC(=O)NC1CC2CCC(C1)N2Cc1cccs1 (stereo not given)
  -3%	-12%	-2%	-1	.	-11%	8%	-2%	41%
> O=C(Nc1ccccc1)C1CC(=O)n2c(nc3ccccc32)N1 (stereo not given)
  -5%	-2%	17%	-20&-6	14%	-3%&-1%	-8%	-2%	40%
> Cc1ccc(CNC(=O)/C(C#N)=C/c2ccc(C)s2)cc1
  2%	-23%	-21%	-3	11%	-23%	11%	-5%	19%
> Cc1cc(NC(=O)CSc2nc3ccccc3[nH]2)n(-c2ccccc2)n1
  -10%	-4%	-11%	-3	-10%	42%[activator]	-12%	-10%	9%
> CC(=O)NCCc1nc2ccccc2n1Cc1ccc(Cl)cc1
  -8%	-5%	4%	-3	2%	3%	-3%	7%	10%
> CCN(CC)c1cc2c(cc1F)c(=O)c(S(=O)(=O)c1cc(C)ccc1C)cn2Cc1ccccc1
  -14%	72%[activator]	.	3	6%	?	10%	-16%	15%
> CCS(=O)(=O)N1Cc2ccccc2CC1C(=O)Nc1cc(S(C)(=O)=O)ccc1Cl (stereo not given)
  ?	?	-10%	2	-1%	.	-24%	?	-11%
> CC(NS(=O)(=O)c1cn(C)c(=O)n(C)c1=O)c1ccccc1 (stereo not given)
  -18%	-1%	12%	-2	4%	-1%	-13%	-5%	0%
> CCCN1CCN(C(=O)C2CCN(S(=O)(=O)c3ccc4c(c3)oc(=O)n4C)CC2)CC1
  -12%	1%	-2%	-1	-3%	19%[57.4 µM]	-6%	14%	39%
> CC(C)=CC1C(C(=O)NCCOc2ccccc2)C1(C)C (stereo not given)
  -24%	-20%	15%	-5	-12%	4%	-12%	-17%	11%
> COCCN(C(=O)c1cc(-c2ccccc2Cl)nc2ccccc12)c1c(N)n(CC(C)C)c(=O)[nH]c1=O
  -2%	.	.	-5	-7%	338%[activator]	6%	-13%	.
> CC(=O)Nc1ccc(S(=O)(=O)NCCC(=O)NCCCc2ccccc2)cc1
  -9%	.	9%	-1	-6%	0%	4%	-8%	.
> Cc1cc(C)n(CC(=O)NNC(=O)COc2ccc(Br)cc2F)n1
  -16%	.	-3%	1	13%[15.4 µM]	13%	16%	-1%	.
> COc1cccc(C(=O)N(Cc2cccc(F)c2)C2CCS(=O)(=O)C2)c1 (stereo not given)
  -4%	1%	.	-14	-2%	-18%	14%	5%	?
> CCOC(=O)NC1(C(F)(F)F)C(=O)NC(C)=C1C#N (stereo not given)
  0%	45%[activator]	-2%	-6	7%	-32%	24%	0%	3%
> CCCC(=O)Nc1ccc(NC(=O)c2ccccc2)nc1
  6%	-2%	1%	-10	-3%	12%	14%	-6%	0%
> Cc1c(NC(=O)CN2CC(C)OC(C)C2)c(=O)n(-c2ccccc2)n1C (stereo not given)
  -11%&5%	-10%	-1%	?	0%	?	25%&-12%	-5%	-2%
> Cc1ccccc1NC(=S)NNC(=O)c1cccc(Br)c1
  -14%	-4%	-4%	-6	-2%	-14%	-20%	-2%	13%
> CCCC(=O)NC(=S)Nc1nc(-c2ccc(OC)cc2)cs1
  -7%	-7%	?	-4	3%	2%	4%	2%	4%
> CCOCCCNC(=O)C(c1ccc(Cl)cc1)N1CCN(C(=O)c2ccco2)CC1 (stereo not given)
  -3%	-12%	5%	-3	5%	-3%	1%	-9%	-2%
> CN(C(=O)CSc1nnnn1-c1ccccc1)C1CCCCC1
  2%	?	15%	0	-5%	139%[activator]	-13%	-4%	20%
> O=c1oc(C2(O)CCCCC2)cc2ccc(/C=C/c3ccc(F)cc3)cc12
  -14%	.	-11%	-18	-17%	-2%	7%	-20%	.
> COc1cccc(OC)c1OCCCSc1nc(C)cc(=O)[nH]1
  -12%	-16%	3%	0	-9%	-6%	-7%	-11%	-13%
> Cc1ccc(-n2c(Cc3ccccc3)nnc2SCc2nc(-c3cccs3)no2)cc1C
  -19%	-10%	.	-1	-4%	-16%	-14%	-10%	-1%
> COc1ccc2c(c1)CCc1c-2nc2ccccc2c1N1CCOCC1
  -9%	-3%	?	22	2%	463%[activator]	-30%	-25%	?
> O=C(Nc1ccc(Oc2ccccc2)nc1)C1CCCCN1Cc1cccc(O)c1 (stereo not given)
  -18%	-20%	-17%	2	6%	3%	-9%	-13%	-1%
> O=C(CNC(=O)N1CC(=O)Nc2ccccc21)Nc1nccs1
  -19%	0%	22%	-2	-14%	2%	-33%	3%	17%
> COC(=O)CSc1nnc2c3c4c(sc3nc(-n3nc(C)cc3C)n12)COC(C)(C)C4
  -18%	-6%	?	-1	-4%	-8%	-12%	2%	0%
> CN(C)c1cccc(C(=O)N/N=C/c2ccccc2F)c1
  -19%	-7%	-2%	3	1%	19%	-32%	-5%	-11%
> Cc1ccc(CN(C(=O)COc2cc(C)c(Cl)c(C)c2)c2ccccn2)o1
  -21%	4%	.	-2	0%	-1%	0%	0%	?

# Complete entries from above:
# `Cc1ccc(-n2c(Cc3ccccc3)nnc2SCc2nc(-c3cccs3)no2)cc1C` as listed: POLH inh: -19%; Anesthetic bind: -10%; APEX1 inh: .; LDHA inh: -1; ERG-DNA inh: -4%; 12-LOX inh: -16%; RGS4 inhibitor: -14%; POLK inh: -10%; POLB inh: -1%
# `O=c1oc(C2(O)CCCCC2)cc2ccc(/C=C/c3ccc(F)cc3)cc12` as listed: POLH inh: -14%; Anesthetic bind: .; APEX1 inh: -11%; LDHA inh: -18; ERG-DNA inh: -17%; 12-LOX inh: -2%; RGS4 inhibitor: 7%; POLK inh: -20%; POLB inh: .

# Going on with the list.
# Results follow in this order: POLH inh	Anesthetic bind	APEX1 inh	LDHA inh	ERG-DNA inh	12-LOX inh	RGS4 inhibitor	POLK inh	POLB inh
> COc1cccc(NS(=O)(=O)c2c(C)cc(C)cc2C)c1
  -19%	?	0%	-5	-5%	?	20%	-15%	4%
> COc1ccc(NC(=O)CSc2nnnn2C)c([N+](=O)[O-])c1
  -9%	-6%	0%	-7	-5%	2%	-10%	-10%	-7%
> COc1ccc(CCNC(=O)CCn2c(=O)c3ccccc3n(Cc3ccccc3F)c2=O)cc1OC
  -8%	3%	.	-4	0%	?	9%	-19%	-2%
> CCOc1ccc(NC(=O)CN(C)C(=O)c2cc([N+](=O)[O-])ccc2N2CCCCC2)cc1OCC
  -9%	.	-17%	0	-4%	?	-7%	-26%	.
> N#Cc1ccc(C(=O)Nc2nnc(-c3ccccn3)o2)cc1
  -11%	5%	2%	1	3%	-1%	29%	-2%	-23%[57.1 µM]
> Cc1ccccc1C(=O)Nc1nnc(-c2ccco2)o1
  -15%	-12%	8%	2	6%	0%	-23%	2%	1%
> Cc1ccccc1Cn1cc(NC(=O)c2cc3nc(-c4ccco4)cc(C(F)(F)F)n3n2)cn1
  -10%	-16%	-9%	0	-3%	29%	-5%	-1%	8%
> Clc1cccc(CSc2ccc(-c3ccco3)nn2)c1
  -16%	?	-7%	-6	5%	-16%	-41%	-2%	-3%
> CCCc1cc(-c2nc(N)ncc2-c2ccc3c(c2)OCCCO3)c(O)cc1OC
  ?	-15%	-6%	5	-21%	-5%	-48%	-7%	-11%
> O=C(O)CSc1nc2ccccc2c(=O)[nH]1
  0%	1%	-3%	1	.	-20%	-24%	-2%	2%
> CCOc1cc(C(=O)OCC(=O)Nc2c(C)cccc2C)ccc1OCC(=O)N1CCOCC1
  -9%	-1%	7%	-1	-4%	-6%	-11%	4%	18%

# This is a subset; rates above refer to the full screens.
